VLA-4 inh = inhibition in human VLA-4 binding assay, primary screen, VLA-4 allosteric modulator project, MLPCN library, flow cytometry, VLA-4 expressing cells; 330,000 tested, 0.2% active; Integrin alpha-4 (Homo sapiens), P13612; ligand binding flow cytometry; AID 2557, 2010; inhibition, % (about 7 µM as worked out from the volumes in the protocol); in the data active = inhibition above about 50%
Target sequence (P13612 whole entry, looked up): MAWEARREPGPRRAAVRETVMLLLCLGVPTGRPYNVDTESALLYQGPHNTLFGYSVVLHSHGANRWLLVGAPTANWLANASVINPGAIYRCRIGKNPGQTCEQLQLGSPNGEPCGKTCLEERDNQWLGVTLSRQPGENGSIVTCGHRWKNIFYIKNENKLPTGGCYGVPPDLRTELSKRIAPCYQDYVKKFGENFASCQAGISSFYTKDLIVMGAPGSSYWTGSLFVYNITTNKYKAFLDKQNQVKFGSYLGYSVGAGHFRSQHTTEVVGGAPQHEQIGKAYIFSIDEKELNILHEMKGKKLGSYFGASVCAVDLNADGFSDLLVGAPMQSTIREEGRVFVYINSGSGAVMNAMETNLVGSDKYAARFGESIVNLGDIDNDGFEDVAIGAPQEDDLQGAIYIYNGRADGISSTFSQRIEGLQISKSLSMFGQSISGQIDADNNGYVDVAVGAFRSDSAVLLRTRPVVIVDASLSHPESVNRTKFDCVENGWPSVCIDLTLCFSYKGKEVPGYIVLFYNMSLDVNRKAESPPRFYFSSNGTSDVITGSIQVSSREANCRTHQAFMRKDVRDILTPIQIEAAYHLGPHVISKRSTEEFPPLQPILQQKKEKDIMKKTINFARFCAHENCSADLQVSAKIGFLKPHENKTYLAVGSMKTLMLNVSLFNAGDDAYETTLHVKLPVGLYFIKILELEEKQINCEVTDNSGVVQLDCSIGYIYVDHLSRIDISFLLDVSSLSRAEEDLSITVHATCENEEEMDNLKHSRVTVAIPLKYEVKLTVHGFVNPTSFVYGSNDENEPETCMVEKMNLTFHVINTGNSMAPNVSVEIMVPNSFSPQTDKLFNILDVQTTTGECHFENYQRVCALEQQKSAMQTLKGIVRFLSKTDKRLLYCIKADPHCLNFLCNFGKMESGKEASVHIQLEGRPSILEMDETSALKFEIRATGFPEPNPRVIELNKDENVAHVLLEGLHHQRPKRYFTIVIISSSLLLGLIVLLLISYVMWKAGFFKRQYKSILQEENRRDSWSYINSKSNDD
BCLXL inh = inhibitors of human Bcl-xL, primary screen, biochemical, fluorescence polarization, HTS; Bcl-2-like protein 1 (Homo sapiens), Q07817; GST-Bcl-xL / FITC-Bim BH3 peptide fluorescence polarization; inhibition, % at 10.9 µM; 320,000 tested, 0.7% active; AID 2129, 2009;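 active = inhibition above the mean of all tested compounds plus 3 SD, cutoff set per campaign, cut at about 30% in these data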;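 note: 0% = DMSO wells and 100% = unlabeled Bim-BH3 peptide competitor; inhibitors lower millipolarization by displacing the labeled peptide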
MEX-5 binding = MEX-5 zinc finger RNA-binding disruptors – biochemical, C. elegans, fluorescence polarization, MLPCN library, primary screen | Zinc finger protein mex-5 (Caenorhabditis elegans), Q9XUB2 | MEX-5/FITC-TCR2 RNA binding; hits give low values | activity score (negative = inhibition of binding), % at 10 µM | 300,000 tested, 0.38% active;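 active = inhibition past about -25% in most replicates, and total fluorescence under double the plate's negative control median, limit read from the data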;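 note: 0% = DMSO and -100% = 5 µM competing unlabeled TCR2 RNA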
MCL1 BIM primary = inhibitors of MCL1 binding to BIM-BH3, primary screen, biochemical, fluorescence polarization. Induced myeloid leukemia cell differentiation protein Mcl-1 (Homo sapiens), Q07820. GST-MCL1 / FITC-Bim-BH3 fluorescence polarization. inhibition, % at 10.9 µM. 320,000 tested, 0.68% active. AID 2057, 2009;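 active = inhibition above the mean inhibition of all tested compounds plus 3 SD, set per campaign, cut at about 40% in these data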;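 note: 0% = DMSO wells and 100% = unlabeled Bim-BH3 peptide control; higher means more loss of mP so more displacement of Bim peptide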
CIT2 TOR yeast = modulators of CIT2-GFP expression in yeast, primary screen, S. cerevisiae, GFP fusion, multiplex flow cytometry, MLPCN library; 320,000 tested, 0.065% active; GFP response vs DMSO, % at 10 µM; AID 2029, 2009; S. cerevisiae CIT2-GFP strain, 3 h; 100 means same as DMSO wells;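 active = GFP response relative to DMSO above a set limit, near the screen mean plus 3 SD, cut at about 150% in these data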;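 note: ratio of well median GFP fluorescence to mean of DMSO wells on the plate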
GRK2 inh = compounds blocking aptamer binding on GRK2 – biochemical, human GRK2, bead flow cytometry, HTS, primary screen; Beta-adrenergic receptor kinase 1 (Homo sapiens), P25098; FAM-aptamer displacement from GRK2; inhibition of aptamer binding, % at 10 µM; 330,000 tested, 0.59% active;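 active = inhibition of aptamer binding above 40%, roughly 3 SD of noise, on plates passing a quality check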;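 note: median bead fluorescence of bound FAM aptamer so fluorescent compounds give negative values; no value below 0 was filed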
GLD-1 RNA inh = GLD-1/TGE RNA complex disruptors, primary screen, biochemical, fluorescence polarization; Female germline-specific tumor suppressor gld-1 (Caenorhabditis elegans), Q17339; purified GLD-1 + fluorescein TGE RNA; inhibition, % at 5.96 µM; 320,000 tested, 0.44% active;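 active = percent inhibition above a per-plate cutoff, the plate mean of test compounds plus 3 SD, cut at about 30% in these data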;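 note: 0% = DMSO wells with GLD-1 and probe and 100% = wells lacking GLD-1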
Fam108B counter = mouse Fam108B serine hydrolase inhibitors, primary screen, counter-screen for RBBP9 inhibitor project, biochemical, fluorescence polarization. inhibition, % at 9.51 µM. 300,000 tested, 0.33% active. recombinant Fam108B, FP-Rh probe fluorescence polarization;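 active = inhibition above the screen mean inhibition plus 3 SD, computed separately per campaign, cut at about 18% in these data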;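 note: inhibitors lower polarization as less probe binds the enzyme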
AGP1-GFP MLPCN = modulators of AGP1-GFP expression in yeast TOR pathway, primary screen, cell-based, multiplex flow cytometry, S. cerevisiae, MLPCN library; 3 h; GFP as percent of DMSO wells; 320,000 tested, 0.02% active; GFP response vs DMSO, % at 10 µM; AID 2066, 2009;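 active = GFP response relative to DMSO above a set limit, near screen average plus 3 SD, cut at about 150% in these data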;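 note: median GFP channel fluorescence of the gated AGP1 strain per well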
* marks the source's active call; other numbers are inactive results; i = inactive; / = not tested or not shown.

SMILES	VLA-4 inh	BCLXL inh	MEX-5 binding	MCL1 BIM primary	CIT2 TOR yeast	GRK2 inh	GLD-1 RNA inh	Fam108B counter	AGP1-GFP MLPCN
Cc1ccccc1-n1c(C)cc(/C=C(\C#N)C(=O)NCC2CCCO2)c1C (centres undefined)	28	-3	-1.4	1	95	0	-2	-2	94
Cc1cc(=O)[nH]c(N/N=C/c2c(C)nn(-c3ccccc3)c2C)n1	2	1	-2.1	4	97	0	10	4	102
COc1ccc(OC)c(NC(=O)CN(C)CC(=O)Nc2ccccc2Cl)c1	-15	-1	1.4	-7	114	1	0	4	101
CCCc1cc(=O)oc2cc(OCC(=O)NC(Cc3ccc(Cl)cc3)C(=O)O)ccc12 (centres undefined)	4	7	-0.4	1	100	3	4	4	97
Cc1cc(CN(C)C(=O)C2CCC(=O)N(CCc3ccccc3)C2)n[nH]1 (centres undefined)	i	/	-1.8	/	97	0	/	/	95
COc1ccc([N+](=O)[O-])cc1NS(=O)(=O)c1cccc(C(=O)NCCCN2CCCC2=O)c1	1	/	/	/	87	1	6	/	100
CCOC(=O)Cc1nnc(NC(=O)c2ccccc2OC)s1	2	1	/	2	101	0	4	5	102
Oc1ccc(/C=N/Nc2ccccc2)cc1	9	2	0.3	-3	114	1	4	-1	100
CCCCOc1ccc(-n2nc(C)cc2C)nn1	0	-5	0.8	-6	89	2	-2	-4	93
COc1ccc(NC(=S)Nc2ccccn2)c(OC)c1	36	4	2.4	13	/	6	1	-6	96
CCOC(=O)c1nn(-c2ccccc2)c(=O)c2c(NC(C)=O)scc12	10	1	1.5	-2	108	7	4	-1	101
O=c1[nH]nc(-c2ccc(NCCO)c([N+](=O)[O-])c2)c2ccccc12	10	6	1.6	27	99	0	-2	1	96
Cc1cc(F)c(F)c(C(=O)N2CCN(C)CC2)c1Cl	11	-3	1.3	-6	86	0	4	1	104
C=CCOc1ccc(C2NC(=O)c3ccccc3O2)cc1 (centres undefined)	14	3	3.3	-1	90	0	6	-4	98
NC1=NC2(CCCCC2)N(c2ccc(F)cc2)C(N)=N1	-5	-2	-2.4	-3	103	1	8	-4	105
Cc1ccc(OCCC(=O)OCC(=O)NC2CCS(=O)(=O)C2)cc1 (centres undefined)	6	-1	1.7	0	103	0	0	0	118
CCCn1c(SCC(=O)Nc2sc(C)c(C)c2C#N)nnc1C(C)C	-10	0	-2.2	-6	96	1	-2	1	99
CCOC(=O)CNC(=O)Cn1cnc2c(oc3ccccc32)c1=O	3	1	-2.9	-1	98	4	-3	3	102
Cc1cccc(CCNC(=O)C2CCCN(S(=O)(=O)c3cnc[nH]3)C2)c1 (centres undefined)	38	8	-1.1	2	111	0	8	4	105
COc1ccc(C(=O)C2CCCN(Cc3cn(C)nc3-c3ccccc3)C2)cc1F (centres undefined)	1	-3	0.2	-11	106	1	-2	2	101
CC(OC(=O)[C@@H](NC(=O)c1ccco1)C(C)C)C(=O)Nc1ncc(Cl)cc1Cl (some centres undefined)	11	/	/	/	111	0	5	/	105
C#CCOCCOCCOCCNc1nc(N2CCN(C(=O)Cn3cc(CCCN=C(N)N)nn3)CC2)nc(N2CCN(C(=O)[C@H](C)n3cc(CCCN=C(N)N)nn3)CC2)n1	25	-1	/	2	98	0	7	3	103
COc1ccc(-c2csc3ncnc(Nc4ccc(O)cc4)c23)cc1	2	5	-3.5	10	90	0	-2	-3	107
Cc1ccc(/C=N/n2c(-c3ccncc3)n[nH]c2=S)o1	3	-15	-1.9	-11	105	0	1	1	101
COc1ccc(C2C(C(=O)NCCN(C)C)c3ccccc3C(=O)N2C)cc1OC (centres undefined)	8	1	1.9	0	100	1	-8	2	105
CCOc1ccc(N=C/C=C/c2ccccc2)c(O)c1	-9	84*	-3.6	87*	129	5	72*	2	109
Cc1ccc(C=C2C(Cl)=C(Cl)C(Cl)=C2Cl)cc1	-2	28	-8.1	69*	86	3	-4	9	88
CCCCCCCCCCOC(=O)Cn1c(COc2ccc(C)cc2)[n+](C)c2ccccc21	14	4	0.5	3	90	0	-1	0	94
CC(=O)C1=C(O)C(=O)N(c2ccc(S(=O)(=O)Nc3nccs3)cc2)C1c1ccc([N+](=O)[O-])cc1 (centres undefined)	1	6	-3.3	9	99	2	-8	8	97
COc1ccc(CNC(=O)C(C)N(C)Cc2cccc(F)c2)cc1 (centres undefined)	1	2	0.2	4	93	0	-2	1	101
CN1CCN(C(=S)NCCc2ccccc2)CC1	3	4	-2.1	5	95	0	3	0	96
CN(Cc1cnn(C)c1)C(=O)c1cc2ccccc2oc1=O	9	8	-3.1	7	92	4	-4	3	88
CCC1(c2ccc(F)cc2)NC(=O)N(CC(=O)NC2CCCC(C)C2C)C1=O (centres undefined)	-3	/	/	/	109	1	6	/	98
CC(C)CN(C(=O)CCC(=O)OCc1ccc(Cl)cc1Cl)c1c(N)n(CC(C)C)c(=O)[nH]c1=O	1	-11	-1.3	-8	98	1	8	3	100
CCOC(=O)[C@H]1O[C@@H]1C(=O)N[C@@H](CC(C)C)C(=O)NCCC(C)C	22	7	2.4	2	97	0	4	-7	89
O=C(CCCN1C(=O)/C(=C\c2ccco2)SC1=S)Nc1cccc2ccccc12	-20	5	-4.7	-2	97	12	2	-4	95
Cc1ccn(CC(=O)N2CCCC(N3CCN(Cc4ccc5c(c4)OCO5)CC3)C2)n1 (centres undefined)	2	6	0.9	6	89	2	7	-2	89
O=C(C1CCN(c2ncnc3c2sc2cccc(F)c23)CC1)N1CCCC1	6	-3	-1.4	-3	100	1	-3	0	99
COc1ccc(N2CC(C(=O)N3CCc4ccccc43)CC2=O)cc1 (centres undefined)	6	3	0.2	4	96	1	9	-4	105
O=C(Nc1cc(Cl)cc(Cl)c1)c1ccno1	0	6	1.0	1	100	2	-2	0	96
N#Cc1ccc(OC(=O)C2CCN(C3=NS(=O)(=O)c4ccccc43)CC2)cc1	8	-15	/	-15	108	0	0	/	105
O=C(COC(=O)C1CCCCC1)Nc1ccccc1OC(F)F	8	2	-0.3	-1	107	2	2	0	102
COc1ccc(-c2nn(-c3ccccc3)cc2C(=O)N2CCN(C(=O)c3ccco3)CC2)cc1	-14	/	/	/	99	0	1	/	98
CCN=C1SC(CC(=O)Nc2sc(C)c(C)c2C(=O)OC)C(=O)N1CC (centres undefined)	0	2	1.7	-1	86	0	4	-1	/
O=C(CNC(=S)N(Cc1ccccc1F)C1CCCCC1)NCC1CCCO1 (centres undefined)	-9	6	/	10	113	1	4	8	100

4 entries from above, arranged by molar mass, low to high.
SMILES	VLA-4 inh	BCLXL inh	MEX-5 binding	MCL1 BIM primary	CIT2 TOR yeast	GRK2 inh	GLD-1 RNA inh	Fam108B counter	AGP1-GFP MLPCN
O=C(COC(=O)C1CCCCC1)Nc1ccccc1OC(F)F	8	2	-0.3	-1	107	2	2	0	102
COc1ccc(-c2csc3ncnc(Nc4ccc(O)cc4)c23)cc1	2	5	-3.5	10	90	0	-2	-3	107
CCOC(=O)c1nn(-c2ccccc2)c(=O)c2c(NC(C)=O)scc12	10	1	1.5	-2	108	7	4	-1	101
Cc1ccccc1-n1c(C)cc(/C=C(\C#N)C(=O)NCC2CCCO2)c1C (centres undefined)	28	-3	-1.4	1	95	0	-2	-2	94

Going on with the list.
SMILES	VLA-4 inh	BCLXL inh	MEX-5 binding	MCL1 BIM primary	CIT2 TOR yeast	GRK2 inh	GLD-1 RNA inh	Fam108B counter	AGP1-GFP MLPCN
Cc1ccc(-n2c(-c3ccccc3)cc(/C=N/NC(=O)CC#N)c2-c2ccccc2)cc1	-9	4	-0.7	6	95	0	-1	1	98
O=C(CCC(=O)N(CC(=O)NC1CCCCC1)c1ccccc1F)Nc1nccs1	6	6	0.8	-3	101	1	1	-1	102
CCCCCC(=O)Nc1nc(C)c(-c2csc(Nc3cc(Cl)ccc3OC)n2)s1	20	-2	1.9	-5	85	0	4	10	85
COc1ccc(C(C(=O)NC2CCCC2)N(CCO)C(=O)Cn2nnc(-c3ccc(C)o3)n2)cc1OC (centres undefined)	4	1	0.9	2	102	2	9	-3	95
C[C@H](CO)N1C[C@H](C)[C@H](CN(C)Cc2ccccc2)Oc2ccc(NC(=O)Nc3ccc(F)cc3)cc2C1=O	-9	/	/	/	90	6	9	/	95
O=C(NNS(=O)(=O)c1ccccc1)C1CC(c2cccnc2)=NO1 (centres undefined)	12	0	1.6	4	104	1	-1	-1	100
CC(C)c1ccc(C(=O)NCCCN(C)C)cc1	6	4	-2.1	0	100	0	0	-2	97
COc1ccc(CCNc2oc(COc3ccccc3F)nc2C#N)cc1OC	0	0	/	8	89	3	4	-3	95
O=C(Nc1cc(SCCO)cc([N+](=O)[O-])c1)c1ccco1	0	3	0.3	-2	99	1	8	1	103
COc1ccccc1NC(=O)c1ccc(S(=O)(=O)NCc2ccco2)cc1	4	8	0.7	0	105	0	2	2	100
Cc1ccc2nsnc2c1S(=O)(=O)NCc1cccnc1	7	7	3.7	4	101	0	6	-1	111
CCC(C)C(NC(=O)c1ccccc1NC(=O)c1ccco1)C(=O)NNC(=O)c1ccncc1 (centres undefined)	18	3	0.0	2	99	0	5	0	115
CCOc1ccc(C(c2c(O)nc(SC)n(C)c2=O)c2c(O)nc(SC)n(C)c2=O)cc1	3	7	-1.0	2	112	0	2	-1	97
O=C(c1cccs1)N1CCN(S(=O)(=O)c2ccc(F)cc2)CC1	3	9	1.1	7	105	0	3	3	107
CCC(C(=O)O)N1C(=O)c2ccccc2C1=O (centres undefined)	3	3	0.4	6	108	1	6	7	97
Cc1nc(-c2ccc(NC(=O)C3CCCCC3)cc2)cs1	-1	5	2.5	8	115	4	-2	9	108
CCCc1cc(=O)[nH]c(SCc2nc3ccc([N+](=O)[O-])cc3[nH]2)n1	-12	-3	-1.5	9	101	0	2	0	100
CN1C(=O)NC(c2ccc([N+](=O)[O-])cc2)C2=C1CC(C)(C)CC2=O (centres undefined)	5	0	2.9	-5	105	2	-1	3	96
Cc1ccc(C(C(=O)Nc2ccc3c(c2)OCO3)N(C)C(=O)Cc2c[nH]c3ccccc23)cc1 (centres undefined)	8	6	1.1	5	101	0	6	-1	97
COc1ccc(CNC(=O)CCCn2nc(C)c([N+](=O)[O-])c2C)cc1	5	7	-1.4	1	102	0	-1	3	101
COc1cccc(CNC(=O)Cn2nc([N+](=O)[O-])c(Br)c2C)c1	-1	3	-1.6	0	100	0	-6	4	103
CCOC(=O)c1cnc(COc2ccc(OC)cc2)[nH]c1=O	2	4	0.8	0	88	1	-1	1	99
C=CCN(c1ccccc1)S(=O)(=O)c1cccc(C(=O)NNC(=O)c2ccncc2)c1	-1	1	-2.2	2	100	/	0	0	108
C=CCn1c(CNS(=O)(=O)c2ccc(Br)cc2)n[nH]c1=S	-6	-8	1.3	-14	109	0	4	-3	110
CCOC(=O)C1CCN(S(=O)(=O)c2ccc(OC)c(C(=O)N3CCCCC3)c2)CC1	0	-1	-0.1	-3	100	3	-4	0	95

Compound activity deposited in PubChem by several laboratories.
